From PubChem BioAssay
NPY-Y1 PAM-ag – potentiates or activates human NPY-Y1 receptor | P25929 | NPY-Y1 expressing cells, potentiator/agonist activation | activation, % at 3.6 µM | 220,000 tested, 0.37% active | AID 1304; in the data active means activation above about 33%, passing the limit was not always enough;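 further: cells stimulated with NPY at EC10 then isoproterenol at EC100; 0% = low agonist plus stimulus and 100% = saturating agonist plus stimulus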
Target sequence (P25929 whole entry, looked up): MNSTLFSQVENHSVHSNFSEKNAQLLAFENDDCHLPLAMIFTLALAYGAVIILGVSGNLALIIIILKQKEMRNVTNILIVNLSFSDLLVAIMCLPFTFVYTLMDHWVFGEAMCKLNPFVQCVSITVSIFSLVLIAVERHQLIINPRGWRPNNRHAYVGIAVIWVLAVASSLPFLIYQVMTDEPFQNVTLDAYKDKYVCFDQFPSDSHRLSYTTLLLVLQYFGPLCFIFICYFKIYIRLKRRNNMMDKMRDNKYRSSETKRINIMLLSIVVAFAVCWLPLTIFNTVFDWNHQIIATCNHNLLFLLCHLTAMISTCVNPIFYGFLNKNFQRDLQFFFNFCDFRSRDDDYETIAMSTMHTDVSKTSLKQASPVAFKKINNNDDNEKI
NPY-Y2 PAM-ag – potentiators or agonists of human neuropeptide Y receptor Y2. cells expressing NPY-Y2, potentiator/agonist read-out. activation, % at 3.6 µM. 220,000 tested, 0.45% active; in the data active means activation above about 27%;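 further: cells stimulated with NPY near EC25 plus isoproterenol at EC100; 0% = vehicle plus submaximal agonist and 100% = vehicle plus saturating agonist; some results beyond the cut were filed as inactive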
CHOP inh – inhibitors of CHOP induction in ER stress response | CHO-K1 CHOP-promoter luciferase, tunicamycin-induced, 15-18 h | inhibition, % at 10 µM | 220,000 tested, 3.8% active | AID 2732;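 active means compounds that reduced the stress-induced luciferase reporter signal by more than about 70% of percent inhibition, limit read from the data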;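 further: 0% = tunicamycin plus vehicle and 100% = wells without tunicamycin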
S1P4 ag – agonists of human S1P4 receptor; O95977; S1P4-expressing cell line, agonist reporter assay; activation, % at 4.98 µM; 220,000 tested, 0.35% active; AID 1509; in the data active means activation above about 11%;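 further: 0% = DMSO vehicle and 100% = reference agonist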
Target sequence (O95977 whole entry, looked up): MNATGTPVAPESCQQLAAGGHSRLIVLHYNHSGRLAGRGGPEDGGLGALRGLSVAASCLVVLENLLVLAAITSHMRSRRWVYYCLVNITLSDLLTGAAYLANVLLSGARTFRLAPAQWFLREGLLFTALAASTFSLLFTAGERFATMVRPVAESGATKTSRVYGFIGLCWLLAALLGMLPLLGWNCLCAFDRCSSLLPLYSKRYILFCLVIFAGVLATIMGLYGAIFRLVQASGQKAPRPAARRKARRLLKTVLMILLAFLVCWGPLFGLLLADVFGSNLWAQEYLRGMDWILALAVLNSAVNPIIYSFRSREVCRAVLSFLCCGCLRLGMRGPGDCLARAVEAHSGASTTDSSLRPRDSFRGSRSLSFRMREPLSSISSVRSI
EP2 modulator – EP2 receptor (human) modulation; P43116; EP2-expressing cells, cAMP HTRF FRET, PGE2 co-stimulation; induction, % at 25 µM; 260,000 tested, 0.83% active; AID 940;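 active means compounds whose cAMP rise, as percent of the full-agonist control response, exceeds 60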;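 further: rat C6 glioma line stably carrying human EP2 under a CMV promoter; the protocol text gives 20 µM as final concentration; 100% = response of wells given 1 µM PGE2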
TRPML3 agonist – human mucolipin-3 channel agonism; Q8TDD5; HEK293 TRPML3-YFP, Fluo-8 calcium fluorescence; 100% = the carbachol control signal; activation, % at 3 µM; 220,000 tested, 0.29% active; AID 1448;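 active means activation above its plate's cutoff, the mean activation of the plate's test wells plus 3 SD, cut at about 12% in these data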;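 further: 0% = DMSO only wells and 100% = carbachol wells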
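Test system: HEK293 cells stably carrying human TRPML3-YFP; Doses: single dose, 3 µM final nominal compound, 0.3% DMSO final; Schedule: dye loading 1 h 37 °C then 30 min ambient, 125 s read; Technique: Fluo-8 calcium fluorescence; Benchmarks: high control carbachol 87 µM, low control DMSO.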
TRPN1 ag – zebrafish TRPN1 (NompC) channel agonism | activation, % at 3 µM | HEK293 zebrafish TRPN1-YFP, Fluo-8 calcium fluorescence; 100% = response to 87 µM carbachol | AID 1424 | 220,000 tested, 0.18% active;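 active means activation above its plate's cutoff, the mean activation of test wells on that plate plus 3 SD, cut at about 19% in these data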;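 further: 0% = DMSO alone and 100% = 87 µM carbachol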
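Control set: carbachol 87 µM as high control, DMSO as low control; system: HEK293 stable line with zebrafish TRPN1-YFP; read-out: % activation versus carbachol response; detection: intracellular calcium fluorescence with Fluo-8; doses: single test compound dose, 3 µM nominal, 0.3% DMSO; schedule: dye 1 h 37 °C plus 30 min RT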
S1P4 antag – human S1P4 receptor antagonism; O95977; S1P4-expressing cells, antagonist mode, reporter read-out; inhibition, % at 4.98 µM; 220,000 tested, 0.26% active; in the data active means inhibition above about 29%;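 further: 0% = wells stimulated with agonist and 100% = vehicle wells without agonist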
NPY-Y1 antag – antagonists of human neuropeptide Y receptor Y1. P25929. HEK293-CNG Y1 cells, membrane potential fluorescence; NPY at EC95, then isoproterenol. inhibition, % at 3.6 µM. 200,000 tested, 1% active. AID 1040;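 active means inhibition above the campaign mean inhibition of all tested compounds plus 3 SD, cut at about 20% in these data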;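 further: 0% = DMSO wells given NPY plus isoproterenol and 100% = isoproterenol alone without NPY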
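Material: HEK293 cells co-expressing NPY Y1 receptor and cyclic-nucleotide gated channel. Timing: compound incubation 1 h at room temperature, readout 45 min post-stimulation. Signal: fluorescence, membrane potential probe.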
Starred values were filed as active, the others as inactive; · = not tested or not shown; & = joins results of further samples. No enrichment for hits, and some 6.5% of all compounds hit somewhere here.

SMILES | NPY-Y1 PAM-ag | NPY-Y2 PAM-ag | CHOP inh | S1P4 ag | EP2 modulator | TRPML3 agonist | TRPN1 ag | S1P4 antag | NPY-Y1 antag
Cc1cc(C)c(C#N)c(SCc2ccccc2)n1 | -21 | -8 | 22 | -1.9 | 42 | 0.4 | -0.4 | 6 | 1
Cc1nc(/N=C(\N)NC(=O)N2c3ccccc3Sc3ccccc32)nc2ccccc12 | -8 | 4 | 20 | -0.3 | -47 | 0.5 | -1.0 | -13 | 8
CCn1c2c(c3cc(Cl)ccc31)CCCC2=O | -8 | -1 | 76* | -0.2 | 55 | 0.5 | 0.1 | -17 | 7
O=C(Nc1c(C(=O)O)[nH]c2ccc(F)cc12)c1cccc(C(F)(F)F)c1 | 19 | 6 | 16 | -0.5 | -6 | 0.2 | 0.2 | -9 | ·
O=C(NC1CC1)C1=C[C@@H](C2CCCCC2)C[C@@H](OCCCCO)O1 | -6 | -7 | 4 | -0.8 | -30 | 0.1 | 1.1 | -3 | 1
NC(=O)c1c(NC(=O)Cn2nc(C(=O)O)c3ccccc3c2=O)sc2c1CCC2 | -12 | -29 | -8 | 1.8 | 2 | -0.9 | 0.1 | -14 | ·
O=C(COC(=O)c1ccncc1)Nc1cc(Cl)ccc1Cl | -2 | -11 | 12 | -0.5 | 26 | 0.5 | 0.1 | -11 | 1
CCOc1ccc(-n2c(SCc3nc(-c4ccc(C)cc4)no3)nnc2-c2ccncc2)cc1 | -46 | -23 | 27 | -1.9 | 8 | 0.0 | -0.8 | 24 | 18
O=C(NNc1ccccc1F)c1ccccc1 | -8 | -6 | -13 | -0.2 | -23 | 0.3 | 2.0 | 16 | ·
c1ccc(-c2noc(COc3ccc4c(c3)OCO4)n2)cc1 | -6 | -2 | 29 | -0.4 | -6 | -0.4 | -0.2 | -10 | 0
CCOC(=O)c1c(C)c(C(=O)NCc2ccc3c(c2)OCO3)c(C)n1CC | -28 | 3 | 41 | 3.6 | 17 | 0.7 | -0.4 | 6 | 6
CCOc1ccc(NC(=O)c2ccccc2OC)cc1 | -24 | -5 | -34 | -0.2 | -27 | 0.8 | -2.3 | 13 | 11
O=S(=O)(NC1=NCCCCC1)c1ccc2sc(NS(=O)(=O)c3ccc4ccccc4c3)nc2c1 | 7 | -12 | -28 | 1.1 | -11 | 0.4 | 0.1 | 10 | ·
CC(=O)C1=C(O)C(=O)N(c2ccc(C)cc2)C1c1ccc([N+](=O)[O-])cc1 (configuration not stated) | -6 | -4 | 19 | 1.0 | 29 | 1.0 | 0.9 | -6 | -7
Cc1ccccc1S(=O)(=O)Nc1nc2ccccc2nc1N1CCOCC1 | -8 | 3 | -13 | 0.2 | -20 | 0.4 | 1.0 | -17 | -5
CCCCn1c(SCn2nnc3ccccc3c2=O)nc2cc(S(N)(=O)=O)ccc21 | -17 | -5 | 7 | -0.9 | 14 | 0.3 | -0.9 | -21 | 9
COC(=O)[C@H](CC(C)C)NC(=O)NC1CCCCC1C (some centres not stated) | -39 | -3 | 17 | 2.5 | 25 | 1.2 | -1.7 | 0 | 1
COc1cccc(NC(=O)N2CCOCC2)c1 | -7 | -2 | -25 | -0.1 | 15 | 0.9 | -0.2 | -8 | -3
Cn1nc(C(C)(C)C)c([N+](=O)[O-])c1C(=O)NCCO | -10 | 4 | 17 | 1.5 | 32 | 1.1 | 0.7 | 1 | 5
CCOC(=O)c1cnc(SC2CC(=O)N(c3ccc(C)cc3)C2=O)nc1N (configuration not stated) | 3 | 0 | 1 | -1.6 | -15 | 0.5 | -1.2 | 44* | 0

Quoted at random: three records from the list.
SMILES | NPY-Y1 PAM-ag | NPY-Y2 PAM-ag | CHOP inh | S1P4 ag | EP2 modulator | TRPML3 agonist | TRPN1 ag | S1P4 antag | NPY-Y1 antag
CCOc1ccc(NC(=O)c2ccccc2OC)cc1 | -24 | -5 | -34 | -0.2 | -27 | 0.8 | -2.3 | 13 | 11
CCOC(=O)c1c(C)c(C(=O)NCc2ccc3c(c2)OCO3)c(C)n1CC | -28 | 3 | 41 | 3.6 | 17 | 0.7 | -0.4 | 6 | 6
COc1cccc(NC(=O)N2CCOCC2)c1 | -7 | -2 | -25 | -0.1 | 15 | 0.9 | -0.2 | -8 | -3

(cont.)
SMILES | NPY-Y1 PAM-ag | NPY-Y2 PAM-ag | CHOP inh | S1P4 ag | EP2 modulator | TRPML3 agonist | TRPN1 ag | S1P4 antag | NPY-Y1 antag
CC(=O)c1ccc(NCCC(=O)c2ccccc2)cc1 | 13 | 0 | -15 | 0.8 | -18 | 0.7 | 0.6 | 7 | -6
N/C(Cc1nc(-c2ccc(Cl)cc2)cs1)=N/O | 3 | -4 | 13 | -0.1 | -16 | 1.5 | 0.8 | 2 | ·
COc1ccc(Cl)cc1NC(=O)CNc1ccccc1N1CCOCC1 | 16 | 14 | -12 | 0.9 | 6 | 0.5 | 0.2 | -2 | 0
CC1OC(Nc2cccc3ccccc23)C(O)C(O)C1O (configuration not stated) | -11 | 7 | -33 | -0.5 | -6 | 0.5 | 0.0 | 11 | 0
NC(=O)c1ccccc1NC(=O)NC1CCCCC1 | 23 | 0 | 11 | -1.2 | 23 | 1.3 | -0.5 | -3 | -2
Cc1nnc(NCCO)c2ccccc12 | 1 | 8 | -22 | 0.2 | 11 | 0.7 | -0.5 | -5 | 1
Cc1ccc(S(=O)(=O)Nc2ccc(Cl)cc2C(=O)c2ccc(F)cc2)cc1 | -21 | -6 | 45 | 0.5 | 67* | 0.9 | -0.4 | -22 | 9
COc1ccc(S(=O)(=O)N(CCCN2CCCC2=O)Cc2cc3c(C)ccc(C)c3[nH]c2=O)cc1 | -23 | 8 | 5 | -0.8 | 22&-27 | -0.1 | 1.1 | -12 | 1
Cc1ccc(NC(=O)c2nnn(CC(=O)Nc3ccccc3)c2N)cc1C | -2 | -6 | 39 | 0.4 | -15 | 0.5 | 2.7 | -20 | 6
N#CC1=C2N=C(N)c3ccccc3N2C2=C(C(=O)CCC2)C1c1ccc(F)cc1 (configuration not stated) | 7 | 17 | 8 | 0.1 | 37 | -0.3 | 0.6 | 5 | ·
COc1ccc(-c2nn(-c3ccccc3)cc2C(=O)NC(=S)NNC(=O)c2ccncc2)cc1 | -12 | -14 | 47 | 0.5 | -34 | -0.9 | 0.6 | -1 | -2
O=C(CCC(=O)OCc1ccc(C(=O)Oc2ccccc2)cc1)Nc1cccc2ccccc12 | -16 | -9 | 17 | -1.8 | -20 | -0.4 | 0.5 | -7 | 16
CCOc1ccc(C(C(=O)Nc2ccc(F)cc2)N(C(=O)Cn2nnc3ccccc32)C2CC2)cc1 (configuration not stated) | -8 | 4 | -42 | -1.7 | 17 | -0.2 | -0.4 | 1 | 0
CC1CCN(C(=O)CSc2nnc(Cc3cc(=O)[nH]c(=O)[nH]3)n2-c2ccc(Cl)cc2)CC1 | -1 | -8 | 7 | 1.1 | 13 | 0.6 | -0.3 | 0 | -5
O=C(Nc1nc(-c2ccccc2)c(C(=O)c2ccccc2)s1)c1ccc(S(=O)(=O)N2CCCC2)cc1 | -2 | -7 | 28 | 2.6 | 3 | 1.4 | 1.7 | -8 | 1
Cc1cc(N2CCOCC2)nc2ccc(NC(=O)CCC(=O)N3CCCC(C)C3)cc12 (configuration not stated) | -15 | -20 | -4 | 0.6 | -3 | 0.3 | 0.4 | -12 | 2
Cc1ccc(NC(=O)CCn2c(=O)oc3ccccc32)c(C)c1 | -34 | -4 | 8 | 1.2 | 0 | 0.7 | -0.3 | -22 | -1
O=C(CSCc1cccc(CSCC(=O)Nc2ccccc2)n1)Nc1ccccc1 | -8 | -12 | 1 | 2.0 | 4 | 0.2 | 1.8 | 1 | 6
COCCN(CCOC)S(=O)(=O)c1ccc(C(=O)Nc2nnc(COC)o2)cc1 | 17 | -20 | 4 | -0.9 | 3 | 1.2 | -0.3 | 6 | 9
O=C(Cc1ccccc1)NN1C(=O)c2ccccc2C1=O | -5 | -5 | 3 | 0.6 | 3 | 0.6 | 0.5 | -11 | 0

Record cards, from the list above:
Cc1nnc(NCCO)c2ccccc12 reads NPY-Y1 PAM-ag: 1; NPY-Y2 PAM-ag: 8; CHOP inh: -22; S1P4 ag: 0.2; EP2 modulator: 11; TRPML3 agonist: 0.7; TRPN1 ag: -0.5; S1P4 antag: -5; NPY-Y1 antag: 1
O=C(Cc1ccccc1)NN1C(=O)c2ccccc2C1=O reads NPY-Y1 PAM-ag: -5; NPY-Y2 PAM-ag: -5; CHOP inh: 3; S1P4 ag: 0.6; EP2 modulator: 3; TRPML3 agonist: 0.6; TRPN1 ag: 0.5; S1P4 antag: -11; NPY-Y1 antag: 0

More compounds follow.
SMILES | NPY-Y1 PAM-ag | NPY-Y2 PAM-ag | CHOP inh | S1P4 ag | EP2 modulator | TRPML3 agonist | TRPN1 ag | S1P4 antag | NPY-Y1 antag
CCN(CC)S(=O)(=O)c1ccc(N2CCOCC2)c(NC(=O)c2cccc(C#N)c2)c1 | -28 | 1 | -6 | 0.6 | -14 | -0.7 | 1.2 | -3 | 8
COc1ccc(-c2nn(C)c(=O)c3ccccc23)cc1NS(C)(=O)=O | -17 | 0 | -17 | 2.4 | 29 | 0.2 | -0.1 | -4 | 6
CC(=O)Nc1ccc(OCC(O)Cn2cnc3ccccc32)cc1 (configuration not stated) | -20 | 1 | 0 | 1.6 | -1&23 | 0.5 | 0.5 | 1 | 7
O=C1CC(c2ccccc2)=Nc2ccccc2N1Cc1ccccc1 | 6 | -26 | 9 | 0.0 | 58 | -1.2 | -2.0 | -10 | 10
Cc1cc(NC(=O)CN2C(=O)NC(C)(c3ccccc3)C2=O)no1 (configuration not stated) | 2 | 13 | -6 | 1.8 | 22 | 0.2 | 1.7 | -2 | -7
COc1cc(/C=N/NC(=O)c2nc3ccccn3c2C)cc(OC)c1O | -9 | -6 | 11 | 10 | -6 | 0.1 | -0.2 | -2 | 1
Cc1onc(-c2ccccc2)c1C(=O)N1CCN(Cc2ccc3c(c2)OCO3)CC1 | 12 | 5 | 4 | 2.1 | -34 | 0.4 | 2.8 | -16 | 0
Cn1cc(SCC(=O)Nc2nccs2)c2ccccc21 | 6 | -5 | 52 | -1.7 | 10 | 0.0 | -0.8 | 8 | -1
CCOc1ccc(N/C(N)=N/c2nc(CSc3nnnn3-c3ccccc3)cc(=O)[nH]2)cc1 | -7 | -9 | -16 | 1.8 | 19 | 0.5 | 0.6 | 0 | ·
Cn1c(=O)c2c(nc(Br)n2Cc2nnc(N)s2)n(C)c1=O | -5 | 2 | 6 | -0.5 | 25 | 0.9 | 1.8 | -16 | ·
O=C(C1CCC1)N1CCc2cc(S(=O)(=O)Nc3ccc4c(c3)OCO4)ccc21 | -36 | 5 | 18 | 0.3 | -7 | 0.6 | 0.8 | -8 | 6
O=C(COC(=O)c1ccc2c(c1)C(=O)N(c1cccc3ncccc13)C2=O)c1ccc(Cl)cc1 | -15 | 14 | 87* | 0.3 | 6 | 1.3 | 1.0 | -12 | 6
